# High-throughput results deposited in PubChem BioAssay by Sanford-Burnham Center for Chemical Genomics.
# SENP6 inh = SENP6 protease inhibitors, primary screen, biochemical, luminescence, uHTS; Sentrin-specific protease 6 (Homo sapiens), Q9GZR1; Recombinant SENP6 catalytic domain, aminoluciferin luminescence; inhibition, % at 10 µM; hit rate 1.8% among 330,000;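 active means inhibition above about 50% at the single tested dose, limit read from the data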;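 further: plate controls were DMSO wells with enzyme for no effect and DMSO wells lacking enzyme for full effect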
# SENP1 FRET inh = human SENP1 catalytic domain inhibitors, primary screen, biochemical, FRET, uHTS | Sentrin-specific protease 1 (Homo sapiens), Q9P0U3 | recombinant SENP1 catalytic domain, CyPet-SUMO1-YPet FRET cleavage | inhibition, % at 10 µM | hit rate 0.21% among 360,000 | AID 624204, 2012;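 active means inhibition at least 30% at 10 µM, raw YFP signal under a set limit, fluorescence ratio 0.5 to 1.5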;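 further: 0% = enzyme with DMSO and 100% = no enzyme wells; some results filed as inactive read as strong as hits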
#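 Compound: 10 µM single point, 0.5% DMSO; Test system: hSENP1 catalytic domain, recombinant; Timing: 50 min reaction at room temperature; Technique: FRET, CFP and YFP emission; Control set: no-enzyme wells low, DMSO-plus-enzyme wells high control.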
# SENP8 block-1 = SENP8 protease inhibitors, primary screen, biochemical, luminescence; Sentrin-specific protease 8 (Homo sapiens), Q96LD8; purified SENP8, Z-RLRGG-aminoluciferin cleavage; inhibition, % at 10 µM; hit rate 1.2% among 330,000; AID 2540, 2010; in the data active means inhibition above about 50%
# Target sequence (Q96LD8 whole entry, looked up): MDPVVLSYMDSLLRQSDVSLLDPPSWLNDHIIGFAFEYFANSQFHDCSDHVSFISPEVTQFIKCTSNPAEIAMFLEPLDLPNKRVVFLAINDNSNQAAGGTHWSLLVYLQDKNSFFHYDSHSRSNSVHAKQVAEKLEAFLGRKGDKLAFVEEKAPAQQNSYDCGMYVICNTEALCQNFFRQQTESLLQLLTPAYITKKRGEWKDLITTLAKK
# PfG6PD inh = PfG6PD enzyme inhibitors, primary screen, biochemical, fluorescence intensity, uHTS; glucose-6-phosphate dehydrogenase-6-phosphogluconolactonase (Plasmodium falciparum 3D7); inhibition, % at 20 µM; PfGluPho enzyme, NADPH resazurin-diaphorase fluorescence; hit rate 0.78% among 350,000;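 active means inhibition reaching at least a set limit at 20 µM in the primary screen, cut at about 59% in these data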;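 further: 0% = DMSO wells with substrate and 100% = DMSO wells lacking glucose-6-phosphate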
# UBC13 polyUb = UBC13 polyubiquitin chain formation inhibitors, primary screen, biochemical, TR-FRET, uHTS. Ubiquitin-conjugating enzyme E2 N (Homo sapiens), P61088. inhibition, % at 20 µM. hit rate 0.47% among 330,000; in the data active means inhibition above about 45%, passing the limit was not always enough
# beta cell repl = inducers of MIN6 beta-cell proliferation, primary screen, ATP luminescence, uHTS; MIN6 cells proliferation, ATPlite luminescence, 48 h; cells starved in 0.2% serum; 100% = growth in 10% serum; proliferation, % at 10 µM; hit rate 0.29% among 330,000;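 active means compounds whose signal lies at least 3.5 SD above the mean of all wells on their plate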;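 further: 0% = DMSO-treated cells in low-serum medium and 100% = 10% serum control; some compounds called inactive have numbers as strong as hits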
# HKDC1 inhibitor = HKDC1 hexokinase inhibitors, primary screen, biochemical, fluorescence, uHTS. inhibition, % at 20 µM. recombinant HKDC1, G6PDH/diaphorase resazurin coupled fluorescence. hit rate 0.16% among 340,000;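 active means inhibition above about 35% when tested at 20 µM, limit read from the data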;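 further: plate controls were DMSO wells with enzyme for no effect and DMSO wells lacking enzyme for full effect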
# Target sequence (Q2TB90 whole entry, looked up): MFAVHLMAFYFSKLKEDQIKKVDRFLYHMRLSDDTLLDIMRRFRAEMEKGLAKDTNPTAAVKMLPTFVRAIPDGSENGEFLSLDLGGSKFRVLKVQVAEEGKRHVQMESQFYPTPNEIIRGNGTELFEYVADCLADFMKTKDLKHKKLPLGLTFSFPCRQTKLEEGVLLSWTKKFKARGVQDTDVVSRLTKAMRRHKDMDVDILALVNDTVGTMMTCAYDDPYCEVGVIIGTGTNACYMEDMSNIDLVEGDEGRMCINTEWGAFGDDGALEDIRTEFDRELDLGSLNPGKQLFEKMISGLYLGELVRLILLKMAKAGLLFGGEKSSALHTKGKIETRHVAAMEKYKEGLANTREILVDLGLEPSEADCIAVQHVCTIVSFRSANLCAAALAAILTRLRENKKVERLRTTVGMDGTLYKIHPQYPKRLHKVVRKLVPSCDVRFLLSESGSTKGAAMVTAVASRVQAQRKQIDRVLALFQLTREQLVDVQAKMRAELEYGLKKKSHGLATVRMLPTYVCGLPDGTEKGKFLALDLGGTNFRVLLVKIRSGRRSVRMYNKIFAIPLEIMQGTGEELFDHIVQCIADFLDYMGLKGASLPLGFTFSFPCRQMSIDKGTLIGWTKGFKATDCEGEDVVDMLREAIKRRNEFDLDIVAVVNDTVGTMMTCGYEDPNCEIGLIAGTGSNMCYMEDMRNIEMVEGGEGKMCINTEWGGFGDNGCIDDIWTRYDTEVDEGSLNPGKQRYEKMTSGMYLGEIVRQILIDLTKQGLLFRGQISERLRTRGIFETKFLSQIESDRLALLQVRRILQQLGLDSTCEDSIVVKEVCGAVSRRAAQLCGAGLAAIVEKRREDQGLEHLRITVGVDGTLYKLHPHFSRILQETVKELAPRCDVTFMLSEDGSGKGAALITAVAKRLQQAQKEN
#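 Test system: HK5 enzyme. Quantity: 5 µg/mL HK5 final. Reagent: glucose and ATP substrates. Schedule: 90 min reaction incubation at room temperature, dark. Technique: resazurin-to-resorufin fluorescence via G6PDH and diaphorase coupling, 525/613 nm. Control set: DMSO wells with and without enzyme mix.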
# SENP7 block = SENP7 protease inhibitors, primary screen, biochemical, luminescence, uHTS | recombinant SENP7, Z-RLRGG-aminoluciferin luminescence, 40 min | hit rate 1.5% among 330,000 | inhibition, % at 5 µM | Sentrin-specific protease 7 (Homo sapiens), Q9BQF6;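 active means inhibition above about 50% at the single test dose, limit read from the data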;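 further: plate controls were DMSO with enzyme for no effect and no enzyme buffer wells for full effect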
# SENP8 block-2 = human SENP8 protease inhibitors, primary screen, biochemical, fluorescence, Nedd8 protein substrate, uHTS. AID 602440, 2012. hit rate 0.64% among 360,000. inhibition, % at 20 µM. recombinant SENP8; in the data active means inhibition mostly above about 40%, no sharp cut-off; inactive means mostly below about 27%
# Numbers without * were called inactive; . = not tested or not shown. An unsorted share of the library (roughly 4% active in at least one column).
no.	structure	SENP6 inh	SENP1 FRET inh	SENP8 block-1	PfG6PD inh	UBC13 polyUb
1	N#CC1(NC(=O)COc2ccc(S(=O)(=O)N3CCCC3)cc2[N+](=O)[O-])CCCCC1	0	0	-2	3	3
2	O=C(Nc1ccc(Cl)cn1)c1ccccc1F	82*	2	64*	9	4
3	O=C(NCc1ccccc1Cl)c1ccncc1	10	0	-1	5	2
4	Cc1ccc(S(=O)(=O)N=Nc2c(O)[nH]c3ccccc23)cc1	-17	0	-7	-49	-11
5	Cc1cccc(OCC(=O)N(Cc2ccccc2)c2c(N)n(Cc3ccccc3)c(=O)[nH]c2=O)c1	11	-2	1	0	6
6	CC(C)CCNC(=O)c1ccc(Cl)c(N)c1	8	.	3	.	-5
7	O=C(NCC1CCCO1)c1ccc[nH]1 (stereo not given)	13	-1	-7	1	3
8	Cc1ccc(S(=O)(=O)c2cc(C#N)c(=O)[nH]c2N)cc1	0	-139	-7	-36	18

no.	beta cell repl	HKDC1 inhibitor	SENP7 block	SENP8 block-2
1	-5	1	-4	13
2	-2	-2	80*	-3
3	1	-6	-4	15
4	3	-4	-9	-15
5	-2	0	4	13
6	-2	.	6	.
7	-1	-2	-3	8
8	3	2	-1	-209

# Continued:
no.	structure	SENP6 inh	SENP1 FRET inh	SENP8 block-1	PfG6PD inh	UBC13 polyUb
9	O=C(Nc1ccc(CN2CCOCC2)cc1)c1cccc(F)c1	-11	1	-8	8	15
10	CC1CN(C(=O)CSc2nnc(-c3ccncc3)n2-c2ccccc2)CC(C)O1 (stereo not given)	4	-2	-5	-6	2
11	CC(=O)N1CCc2cc(S(=O)(=O)NC3CCCc4ccccc43)ccc21 (stereo not given)	-10	0	-2	-23	6
12	COc1ccc(C2=Nn3c([n+](C)c4ccccc43)SC2)cc1	-16	-3	-6	15	-15
13	CCC(C)NC(=O)c1cc(-c2cccs2)nc2ccccc12 (stereo not given)	-32	2	-6	-3	35
14	CCOC(=O)Cc1nn(CC)c(=O)c2ccccc12	-23	2	-5	4	3
15	CCOC(=O)CN1C(=O)/C(=C/c2c(F)cccc2Cl)Oc2ccccc21	2	1	0	15	10
16	CCOc1ccc2nc(NC(=O)C3CSC4(C)CCC(=O)N34)sc2c1 (stereo not given)	10	1	-3	12	-6

no.	beta cell repl	HKDC1 inhibitor	SENP7 block	SENP8 block-2
9	-1	-15	9	12
10	-3	4	-1	-3
11	0	-6	-3	26
12	-7	-20	1	5
13	-1	-4	0	-255
14	3	-9	1	7
15	-6	2	7	-304
16	-2	-1	5	-40

# Next compounds:
no.	structure	SENP6 inh	SENP1 FRET inh	SENP8 block-1	PfG6PD inh	UBC13 polyUb
17	O=C(OCC1CC(c2ccccc2Cl)=NO1)c1ccc(Br)cc1 (stereo not given)	-8	3	-15	4	-13
18	c1ccc2c(c1)CCCN2c1nc(N2CCOCC2)nc(N2CCOCC2)n1	-5	1	-4	-1	2
19	Cc1ccnc(Nc2nc(-c3ccc(Cl)cc3)cs2)c1	26	2	-20	-6	4
20	O=C(CCl)N1CCN(S(=O)(=O)c2ccc3c(c2)CCC3)CC1	-12	0	-10	-5	-5
21	O=c1cc(CN2CCCCCC2)nc2sccn12	6	-12	3	19	-4
22	COc1cc2c(cc1OC)C(C(=O)NCCN1CCOCC1)C1c3ccccc3CCN1C2=O (stereo not given)	-3	2	-10	6	-5
23	O=C(NCc1ccccc1F)c1ccc2ccccc2n1	-3	1	1	7	1
24	CC(NC(=O)CSc1nnc2n1CCCCC2)c1ccccc1Cl (stereo not given)	-3	-1	-4	5	5

no.	beta cell repl	HKDC1 inhibitor	SENP7 block	SENP8 block-2
17	0	14	-3	14
18	-3	3	10	3
19	-3	-2	0	9
20	-8	11	-8	-1
21	-2	-6	6	-322
22	0	-5	-7	-2
23	1	-2	-1	-2
24	1	-5	8	27

# The listing continues:
no.	structure	SENP6 inh	SENP1 FRET inh	SENP8 block-1	PfG6PD inh	UBC13 polyUb
25	Cc1ccc(-c2cc(-c3cccs3)[nH]n2)c(O)c1	-12	3	18	10	5
26	O=C(CCCn1c(SCC(=O)Nc2ccccc2C(F)(F)F)nc2ccccc2c1=O)NCC1CCCO1 (stereo not given)	4	3	13	-13	-3
27	CCOC(=O)c1c(C)[nH]c(C(=O)CN2C(=O)C(=O)N(CC(C)C)C2=O)c1C	7	3	1	-9	4
28	O=C(O)/C=C/c1ccc(S(=O)(=O)N(CCO)CCO)cc1	-15	1	2	-3	4
29	CC(Oc1ccc(C(C)(C)C)cc1)C(=O)NC1CC(C)(C)NC(C)(C)C1 (stereo not given)	-5	1	-7	1	3
30	CCN(CC)CCCNC(=S)N1CCn2c(nc3ccccc32)C1	-46	11	-7	-4	7
31	Cc1[nH]nc2c1C(c1cccs1)C1=C(CC(C)(C)CC1=O)N2 (stereo not given)	-14	1	5	5	20
32	COc1cc(-c2nc3ccc(N4CCN(C)CC4)cc3[nH]2)cc(OC)c1OC	5	-2	0	9	45*

no.	beta cell repl	HKDC1 inhibitor	SENP7 block	SENP8 block-2
25	-2	-2	28	28
26	0	4	7	16
27	-3	-4	4	12
28	2	-11	3	2
29	0	-7	12	8
30	0	-8	-1	12
31	-2	-6	-1	-219
32	-3	6	5	-394

# Other results follow:
no.	structure	SENP6 inh	SENP1 FRET inh	SENP8 block-1	PfG6PD inh	UBC13 polyUb
33	COc1ccc(S(=O)(=O)N(C)CC(=O)NC2CCCCC2)cc1Cl	11	3	4	-13	-2
34	CC(=O)Nc1ccc(/C=N/NC(=O)c2cc(-c3ccco3)nc3ccccc23)cc1	-5	-3	5	-1	-8
35	COc1cc2c(cc1OC)CN(C(=O)/C=C/c1cccs1)CC2	-8	-5	-10	7	-19
36	CCOc1ncccc1C(=O)Nc1ccc(-c2ccc3nnc(C)n3n2)cc1	0	1	-11	4	12
37	COc1ccc(/C=C/C(=O)OCC(=O)N2CCCC2)c(OC)c1	-4	1	-3	-3	-5
38	CS(=O)(=O)NNC(=O)c1csc(Cc2c(Cl)sc3ccc(Cl)cc23)n1	-10	2	1	3	0
39	Cc1ccc(CN2C(=O)CSC2c2ccccc2F)cc1 (stereo not given)	7	1	-1	-1	-11
40	CCn1c(SCC(=O)Nc2ccc(F)cc2)nnc1-c1cnccn1	-20	1	-6	87*	-4

no.	beta cell repl	HKDC1 inhibitor	SENP7 block	SENP8 block-2
33	0	13	-1	6
34	0	-3	2	-342
35	-4	3	-6	-8
36	5	-3	7	-447
37	-2	-4	-2	-66
38	1	-1	2	12
39	1	-3	-11	10
40	0	-4	13	-4

# Continued:
no.	structure	SENP6 inh	SENP1 FRET inh	SENP8 block-1	PfG6PD inh	UBC13 polyUb
41	N#Cc1c(N2CCCCC2)nc(N)c2c(N)nc3c(c12)CC(CCl)O3 (stereo not given)	5	-54	-4	-3	6
42	CC/C(=N\NC(=O)c1ccccc1Cl)c1ccc(Br)s1	4	0	-5	13	-2
43	O=C1Nc2ccc(F)cc2C12Nc1ccccc1-c1nnc(SCc3ccccc3Cl)nc1O2 (stereo not given)	12	20	15	-14	-24
44	Cc1nc(N2CCN(c3ccc(Cl)cc3)CC2)[nH]c(=O)c1C	7	-2	-3	9	2
45	CC12CN3CC(C)(CN(C1)C3c1ccc(Cl)cc1Cl)C2O (stereo not given)	-14	2	-5	-9	0
46	CCOC(=O)c1[nH]c(C)c(C(=O)N2CCCC(Nc3ccc(C)c(C)c3)C2)c1C (stereo not given)	-24	-1	-2	-12	-7
47	COC(=O)c1ccccc1NC(=O)CSc1ccccc1	-37	2	-13	22	8
48	Cc1ccc(C(=O)NCc2ccccc2)c(F)c1F	-3	2	0	-4	-2

no.	beta cell repl	HKDC1 inhibitor	SENP7 block	SENP8 block-2
41	5	-3	-2	-425
42	1	-12	7	8
43	-4	19	5	23
44	-1	-5	0	7
45	-1	-7	-10	11
46	-2	3	4	12
47	0	2	-4	13
48	-3	-8	11	3

# Going on with the list:
no.	structure	SENP6 inh	SENP1 FRET inh	SENP8 block-1	PfG6PD inh	UBC13 polyUb
49	CC(C)(C)n1nnnc1C(c1cccs1)N1CCN(c2ccccc2)CC1 (stereo not given)	-9	0	2	-3	5
50	O=c1[nH][nH]c(=O)c2c1[nH]c(=S)n2Cc1ccccc1	.	0	.	34	.
51	Cc1cccc(-c2nc3c(s2)CCc2onc(-c4ccc(Br)cc4)c2-3)c1	-3	0	-12	5	-5
52	CCc1nc(SCc2nc3ccccc3[nH]2)c2oc3ccccc3c2n1	-4	1	1	5	-9
53	Cc1cccc(-c2c(NC(=O)c3ccco3)oc3ccc(Cl)cc3c2=O)c1	2	-9	4	-25	-5
54	CC(=O)c1ccc(NC(=O)COC(=O)C2CC3C=CC2C3)cc1 (stereo not given)	-4	1	-12	-12	-8
55	COCCN(C(=O)c1ccco1)c1nc(-c2ccccc2)cs1	10	-1	-2	4	7
56	Cc1cc(C)c(C(=O)CSc2n[nH]c(-c3ccncc3)n2)c(C)c1	-1	-2	-9	-25	5
57	Nn1c(SCC(=O)Nc2cccc(F)c2)nnc1C1CCCCC1	4	2	-7	-7	5

no.	beta cell repl	HKDC1 inhibitor	SENP7 block	SENP8 block-2
49	5	0	10	24
50	.	-3	.	8
51	-4	0	9	-61
52	-5	17	4	19
53	-1	1	0	-43
54	3	0	-14	11
55	-2	-2	6	10
56	-3	-8	6	17
57	-2	-4	-1	24

# Molecules listed so far that have fluorine (ten):
no.	structure	SENP6 inh	SENP1 FRET inh	SENP8 block-1	PfG6PD inh	UBC13 polyUb
2	O=C(Nc1ccc(Cl)cn1)c1ccccc1F	82*	2	64*	9	4
9	O=C(Nc1ccc(CN2CCOCC2)cc1)c1cccc(F)c1	-11	1	-8	8	15
15	CCOC(=O)CN1C(=O)/C(=C/c2c(F)cccc2Cl)Oc2ccccc21	2	1	0	15	10
23	O=C(NCc1ccccc1F)c1ccc2ccccc2n1	-3	1	1	7	1
26	O=C(CCCn1c(SCC(=O)Nc2ccccc2C(F)(F)F)nc2ccccc2c1=O)NCC1CCCO1 (stereo not given)	4	3	13	-13	-3
39	Cc1ccc(CN2C(=O)CSC2c2ccccc2F)cc1 (stereo not given)	7	1	-1	-1	-11
40	CCn1c(SCC(=O)Nc2ccc(F)cc2)nnc1-c1cnccn1	-20	1	-6	87*	-4
43	O=C1Nc2ccc(F)cc2C12Nc1ccccc1-c1nnc(SCc3ccccc3Cl)nc1O2 (stereo not given)	12	20	15	-14	-24
48	Cc1ccc(C(=O)NCc2ccccc2)c(F)c1F	-3	2	0	-4	-2
57	Nn1c(SCC(=O)Nc2cccc(F)c2)nnc1C1CCCCC1	4	2	-7	-7	5

no.	beta cell repl	HKDC1 inhibitor	SENP7 block	SENP8 block-2
2	-2	-2	80*	-3
9	-1	-15	9	12
15	-6	2	7	-304
23	1	-2	-1	-2
26	0	4	7	16
39	1	-3	-11	10
40	0	-4	13	-4
43	-4	19	5	23
48	-3	-8	11	3
57	-2	-4	-1	24
